ABCB6 inh MLPCN: blocks the human ABCB6 transporter. Q9NP58. actives 0.19% (n = 360,000). K562-ABCB6 porphyrin accumulation, flow cytometry, 1 h; active compounds read low. fluorescence ratio to DMSO, % at 10 µM;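 active = fluorescence ratio to DMSO below 75%, the collection mean minus 3 SD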;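 note: signal is porphyrin accumulated inside mitochondria; 100% equals median channel fluorescence of DMSO control wells; lower ratio means ABCB6 inhibition with less porphyrin fluorescence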
Target sequence (Q9NP58 whole entry, looked up): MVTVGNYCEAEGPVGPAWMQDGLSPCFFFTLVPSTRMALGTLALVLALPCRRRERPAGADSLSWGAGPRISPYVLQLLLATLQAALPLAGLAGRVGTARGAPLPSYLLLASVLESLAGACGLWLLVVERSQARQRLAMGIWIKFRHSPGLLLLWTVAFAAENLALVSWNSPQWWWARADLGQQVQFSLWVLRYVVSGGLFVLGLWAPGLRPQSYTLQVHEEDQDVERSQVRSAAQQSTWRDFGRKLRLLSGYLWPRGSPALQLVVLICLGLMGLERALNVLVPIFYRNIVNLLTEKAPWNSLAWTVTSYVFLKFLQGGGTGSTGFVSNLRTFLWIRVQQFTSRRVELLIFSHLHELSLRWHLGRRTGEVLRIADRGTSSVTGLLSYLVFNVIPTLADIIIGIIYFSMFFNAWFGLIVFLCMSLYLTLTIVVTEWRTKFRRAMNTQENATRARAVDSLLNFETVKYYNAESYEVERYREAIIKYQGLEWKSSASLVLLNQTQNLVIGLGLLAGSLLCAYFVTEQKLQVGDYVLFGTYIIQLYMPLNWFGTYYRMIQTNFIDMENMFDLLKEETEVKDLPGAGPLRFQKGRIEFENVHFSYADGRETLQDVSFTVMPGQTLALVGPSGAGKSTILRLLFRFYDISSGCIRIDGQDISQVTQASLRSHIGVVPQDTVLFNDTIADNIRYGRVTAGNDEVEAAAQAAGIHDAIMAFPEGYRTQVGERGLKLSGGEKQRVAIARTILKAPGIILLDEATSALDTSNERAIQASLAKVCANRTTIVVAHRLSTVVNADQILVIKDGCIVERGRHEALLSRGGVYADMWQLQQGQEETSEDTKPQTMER
aDG glyco up: alpha-DG glycosylation activation | Pro5-aDG cells, alpha-DG glycosylation AlphaScreen (IIH6); 0% Pro5, 100% B10-LARGE cell signal | activation, % at 10 µM | actives 0.22% (n = 360,000);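 active = activation of at least 8% versus controls, or a plate z-score of at least 8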;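 note: Pro5 are CHO cells carrying HIG-tagged alpha-DG that lacks glycosylation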
HTR2A ag: mouse HTR2A agonism via beta-arrestin recruitment | P35363 | activation, % at 7.6 µM | AID 624169 | actives 0.66% (n = 360,000) | CHO-K1 mHTR2A beta-arrestin complementation, luminescence; percent of 30 µM serotonin response;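 active = activation above a run cutoff, the mean activation of all tested compounds plus 3 SD, cut at about 14% in these data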;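 note: 0% = plate median of compound wells and 100% = 30 µM serotonin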
MC4R antag cAMP: antagonists of human melanocortin 4 receptor (MC4R). P32245. MC4R-expressing cells, MTII-stimulated cAMP, LANCE TR-FRET. inhibition, % at 6.5 µM. actives 0.48% (n = 360,000);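 active = inhibition above its plate's cutoff, the mean of tested wells on that plate plus 3 SD, cut at about 29% in these data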;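 note: 0% = Melanotan II alone and 100% = Melanotan II plus saturating MCL0020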
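system = U2OS cells with stable human MC4R expression | also added = Melanotan II challenge after compound preincubation | dosing = one concentration, 6.5 µM nominal | incubation = compound 30 min, challenge 1 h, detection 1 h | measured by = TR-FRET with Eu-cAMP and labeled anti-cAMP, 671 nm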
MC4R barr agon: agonists of human melanocortin 4 receptor (MC4R) beta-arrestin. P32245. U2OS MC4R beta-arrestin complementation, luminescence; percent of melanotan II response, DMSO zero. activation, % at 8.9 µM. actives 0.98% (n = 360,000). AID 540308;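 active = activation above a per-plate cutoff, the mean activation of sample wells on that plate plus 3 SD, cut at about 8% in these data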
Cardio protect: modulators protecting cardiomyocytes from myocardial damage. H9c2 cardiomyocytes, H2O2 injury protection, ATPLite, 2 h. protection from H2O2 cell death, % at 20 µM. actives 0.63% (n = 360,000);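 active = compounds giving at least 50% protection of heart cells from peroxide-induced death in the single-dose screen, raw or plate-pattern-corrected value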;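 note: 0% = DMSO wells with peroxide and 100% = DMSO wells without peroxide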
ABHD5 PLIN5 PPI: blocks binding of human ABHD5 to perilipin-5; Q00G26+Q8WTS1; Split G. princeps luciferase complementation, luminescence, 4 h; inhibition, % at 4 µM; actives 0.78% (n = 360,000);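 active = inhibition above the mean inhibition across every tested compound plus 3 SD, cut at about 22% in these data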;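 note: 0% = DMSO only wells and the 100% control is not disclosed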
Exocytosis inh: lytic granule exocytosis inhibition; TALL-104 LAMP-1 surface exposure, flow cytometry; cells stimulated with thapsigargin and PMA; inhibition, % at 10 µM; actives 0.66% (n = 360,000); AID 651702;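 active = inhibition above about 55%, limit read from the data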
hiPSC survival: enhancers of human iPSC single-cell survival | survival enhancement, % at 20 µM | actives 0.044% (n = 360,000) | AID 602274 | hiPSC single-cell survival, ATPlite luminescence; 100% = ROCK inhibitor wells, 0% = DMSO; in the data active = survival enhancement above about 18%;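 note: cells exposed to compounds for 16 hours before the ATP read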
N-glyco inh: N-linked glycosylation inhibition. D54 ERlucT glycosylation luciferase reporter, 24 h; percent of 100 nM tunicamycin response. reporter increase, % at 12.5 µM. actives 0.23% (n = 360,000). AID 588692;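 active = mean luciferase reporter signal, scaled so untreated is 0 and the glycosylation-blocking control 100, at or above a set limit in every replicate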;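 note: luciferase carries N-glycosylation sites so blocking glycosylation raises the light; 0% = median of neutral control wells and 100% = median of 100 nM tunicamycin wells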
Starred values were filed as active, the others as inactive; x = not tested or not shown.

The line under a structure holds: ABCB6 inh MLPCN, aDG glyco up, HTR2A ag, MC4R antag cAMP, MC4R barr agon, Cardio protect, ABHD5 PLIN5 PPI, Exocytosis inh, hiPSC survival, N-glyco inh
CCCCN(CC)Cc1ccc(CNC(=O)Nc2ccc(F)cc2)o1
 : 97, -0.3, -9, 2, -2.9, -6, -1, 0, -1.7, -2
OC(COCCOc1ccc(Br)cc1)CN1CCN(Cc2ccccc2)CC1 (stereo not drawn)
 : 97, 0.5, -4, 16, 1.1, -10, 5, 2, -0.2, -7
CC1CN(c2ccc(Cl)cc2[N+](=O)[O-])CCN1S(C)(=O)=O (stereo not drawn)
 : 100, 0.2, 2, -7, 2.9, -1, -5, -4, 0.4, 1
S=c1nc(-c2ccc(Br)cc2)oc2c1CCCC2
 : 97, 0.1, 7, 4, -1.8, -7, -2, 6, -0.7, 3
O=C(NCc1ccccn1)[C@@H]1CCCN1C(=O)[C@@H]1CCCN1C(=O)c1cccc(Cl)c1
 : 98, -0.2, 1, x, x, x, 1, -9, -0.5, x
CCCN1CCN(CCCNC(=O)c2cc3c(s2)-c2c(C)cccc2OC3)CC1
 : 100, 0.7, -11, 9, 1.0, 4, 9, 65*, -0.6, -1
Cc1ccccc1N1CCN(C(=S)c2ccc(-c3ccc([N+](=O)[O-])cc3)o2)CC1
 : 99, -0.4, -1, -9, -0.7, -4, -6, -6, -0.4, -5
O=C1N=C(N2CCOCC2)S/C1=C\c1ccncc1
 : 99, 0.1, 7, -5, -0.6, 4, -3, -2, -0.1, -3
COc1cccc(NC(=O)c2ccc(S(=O)(=O)N(C)C)cc2)c1
 : 112, -0.6, -1, 16, 3.2, 6, 1, 2, 2.8, 2
Cc1ccc(C(C)(C)NC(=O)C2CCC(=O)N(C3CCCCCC3)C2)cc1 (stereo not drawn)
 : 101, -0.2, -3, 5, 0.0, -5, 5, -7, -0.6, -1
N#C/C(C(=O)NCc1ccco1)=C1/SC(Cc2ccc(F)cc2)C(=O)N1c1ccccc1 (stereo not drawn)
 : 100, 0.3, 0, 7, -0.2, 16, 12, -1, 0.6, -1
c1ccc(Cn2ccc(-c3cnc(-c4ccccc4)s3)n2)cc1
 : 96, 0.1, 7, 13, 0.3, -30, -6, -3, 0.6, -11
CN(C)CCCn1c2c(c(SCC(=O)Nc3nccs3)nc1=O)CCC2
 : 99, -0.3, 0, 5, -2.0, 2, -3, 5, 0.3, -1
COc1cccc(CN2CCNC(=O)C2CC(=O)N(C)CC2CCOCC2)c1 (stereo not drawn)
 : 104, -0.1, 5, 2, -2.4, 0, -4, 3, 0.4, 1
Cc1cc(/C=C(/C#N)c2nc3ccccc3[nH]2)c(C)n1-c1cccc([N+](=O)[O-])c1
 : 98, 0.3, -4, 2, -1.6, 44, -3, 3, -3.1, 3
C[C@]12C(=O)N(c3ccc(Br)cc3)C(=O)N1[C@@H]1c3ccccc3OC[C@@H]1[C@H]2c1ccccc1
 : 100, -0.1, 0, 7, 0.7, -3, -4, 54, 0.1, -5
Cc1ccccc1Nc1nnc(SCC(=O)NC(=O)NCc2ccco2)s1
 : 95, 0.4, 10, -3, 0.1, -3, 5, 1, 1.7, 0
Cc1ccc(N2CC(C(=O)N3CCC(C(=O)Nc4nncs4)CC3)CC2=O)cc1 (stereo not drawn)
 : 101, -0.1, -2, 2, -1.0, 0, 1, 4, -0.6, 3
O=C(COC(=O)C1CC1)c1c[nH]c2ccccc12
 : 99, 0.1, 1, 10, -2.1, -2, 1, 1, 6.0, -1
C[C@H](C(=O)O)c1n[nH]c(=O)c2ccccc12
 : 95, 0.1, 3, 5, -0.6, 46, 2, 11, 4.7, 3
N#Cc1ccccc1S(=O)(=O)N1CCN(CC(=O)NC(=O)NC2CCCCC2)CC1
 : 91, 0.0, 8, 3, -0.6, 3, 7, -4, -0.4, 0
Cc1csc(NC(=O)Cc2ccccc2[N+](=O)[O-])n1
 : 101, -0.3, 3, -1, -1.9, 1, 1, -3, 2.5, 3
CCOc1ccc(S(=O)(=O)N2CCCCC2)cc1NC(=O)Cc1ccsc1
 : 101, 1.3, 7, 8, -3.0, -6, 8, -6, -0.5, -1
Cc1ccc(-n2nnnc2SCC(=O)NNC(=O)c2ccco2)cc1C
 : 99, -0.2, -5, 0, 1.2, -1, 0, -5, -0.5, 1
CCc1ccc(S(=O)(=O)Nc2ccncc2)cc1
 : 104, 0.0, 15*, 2, 0.1, -6, 4, 0, 0.6, 0
CCN1CCCC1CNC(=O)C(=O)NC1CC1 (stereo not drawn)
 : 99, 0.0, 2, 15, -2.0, 2, 2, 0, -1.2, 1
Cc1cc(C(=O)CSc2ccc(F)cc2)cc(C)c1O
 : 97, -0.1, 0, 8, -0.4, -6, 5, -16, 0.3, 2
COC(=O)c1ccc(OCC(O)CN2C(=O)c3ccccc3C2=O)cc1 (stereo not drawn)
 : 98, 0.1, 3, 19, 0.9, 0, -4, -5, -0.5, 1
CC1(C)Oc2ccccc2OC1(O)c1ccc2ccccc2n1 (stereo not drawn)
 : 100, -0.1, 0, 5, -1.0, 6, 1, -6, 0.8, 2
CSc1ccccc1C(=O)Nc1c(C)cccc1C
 : 97, 1.3, 9, 32*, 1.8, 4, 2, -1, -2.0, -2

The line under a structure holds: ABCB6 inh MLPCN, aDG glyco up, HTR2A ag, MC4R antag cAMP, MC4R barr agon, Cardio protect, ABHD5 PLIN5 PPI, Exocytosis inh, hiPSC survival, N-glyco inh
CCOC(=O)C1CCCN(C(=O)c2cccc(S(=O)(=O)N(C)c3c(C)n(C)n(-c4ccccc4)c3=O)c2)C1 (stereo not drawn)
 : 105, -0.1, 3, -3, 0.4, 4, 7, 6, 0.3, 1
CN(CCO)c1cc(N2CCN(C(=O)c3ccco3)CC2)c2nonc2c1[N+](=O)[O-]
 : 101, -0.1, 3, 2, -0.6, 5, 2, -7, 0.3, 0
CC1CCCCN1C(=O)CSc1nnc(CSc2ncccn2)n1C (stereo not drawn)
 : 98, 0.1, 3, 7, 1.1, -3, 4, 0, 1.5, 4
O=C(NCc1cccs1)C1CCN(c2nccs2)CC1
 : 95, 0.8, 4, 13, 0.3, 1, -3, 5, 3.5, 1
COCCNC(=O)C(OC(=O)c1ccco1)c1ccccc1Cl (stereo not drawn)
 : 97, 0.1, 4, -3, 1.2, 3, 0, -12, -0.7, 2
CC(C)N(C)Cc1nnnn1CC(=O)NCc1cc(F)cc(C(F)(F)F)c1
 : 95, 0.0, -2, -1, -1.7, 2, 6, -6, -0.3, 1
CCCC(c1nnnn1Cc1ccco1)N1CCN(c2cc(Cl)ccc2C)CC1 (stereo not drawn)
 : 95, 0.2, 3, 8, -0.7, -11, -4, 2, -0.8, -8
CCN1CCN(CCc2nc3cc(NC(=O)COc4ccc(Cl)cc4)ccc3n2C)CC1
 : 102, 0.2, -5, 6, -2.8, 5, 7, 20, 0.1, -3
CCOC(=O)c1sc2nc(SC)nc(-c3ccccc3)c2c1N
 : 101, -0.2, 0, 3, -1.5, -1, -6, 7, 2.5, 0
COc1ccccc1-c1cc(-c2ccccc2)nc(=O)[nH]1
 : 98, 0.2, 3, 16, -1.1, -1, -2, 3, 0.7, 3
CC1CC(C)CN(C(=O)COC(=O)c2ccc(N3CCCC3=O)cc2)C1 (stereo not drawn)
 : 96, 0.5, 3, -1, 4.3, 2, 2, 1, -0.4, 3
COc1cccc(CNC(=O)C2CSC3(C)CCC(=O)N23)c1 (stereo not drawn)
 : 110, -0.5, 6, 16, -3.1, -3, -12, -6, -0.4, -1
CCN(CC(=O)Nc1c(F)cccc1F)C(=O)CSc1nnc(-c2ccco2)n1CC
 : 97, -0.3, 3, 2, -3.0, -2, 2, 11, 0.6, 0
COc1ccc(OC)c(C2C3=C(N=C4SCC(=O)N42)c2ccccc2CC3)c1 (stereo not drawn)
 : 100, -0.4, -7, 2, -2.4, 16, -18, -1, 2.6, -3
COc1cc(C(=O)Oc2c(OC)cc(C(=S)N3CCOCC3)cc2OC)cc(OC)c1OC
 : 98, 0.0, 2, 5, -1.4, 2, 1, -3, 1.4, 5
Cc1ccc(C(=O)N/C(=C/c2cccs2)C(=O)NCC2CCCO2)cc1 (stereo not drawn)
 : 103, 0.1, 6, -2, -2.3, 2, -1, 0, 5.7, -1
CCOc1ccc(-c2cccc(NS(=O)(=O)c3ccccc3[N+](=O)[O-])c2)nn1
 : 103, -0.2, 0, 12, -0.3, 1, -7, -6, 0.5, 0
COc1ccccc1CNc1ncc(-c2ccc(F)cc2)n1C
 : 101, 0.0, -9, 13, 0.1, 1, 1, 54, -0.2, -1
O=C(N1CCOCC1)N1CCN(c2ccccc2)CC1
 : 99, 0.0, -1, 7, 1.6, -3, 3, -2, -1.0, -1
CC1CCCC(NS(=O)(=O)c2cc(Br)cnc2N)C1C (stereo not drawn)
 : 106, 0.1, 0, 4, 2.1, -7, -4, -2, -0.4, -1
O=C(/C=C/c1ccco1)OCC1CCCN2CCCCC12 (stereo not drawn)
 : 97, -0.3, -2, 31*, -2.7, 3, -1, 1, 3.0, 1
COc1ccc(S(=O)(=O)N2CCCCC2)cc1NS(=O)(=O)c1ccccc1
 : 93, 0.3, -5, -3, -0.6, 4, -2, 4, 2.3, -1
COC(=O)C1=C(C)NC(=O)NC1c1ccccc1 (stereo not drawn)
 : 91, -0.2, -7, 6, -0.2, 3, 7, 0, -0.4, 1
CCOC(=O)CC1=NN(c2ccccc2)C(=O)/C1=C\c1ccc(OC)cc1OC
 : 108, 0.0, 2, 9, 2.4, -6, 3, 0, 2.8, 5
CC1CN(C(=O)c2cc3c(s2)CCC3)CC(C)O1 (stereo not drawn)
 : 102, -0.1, -2, 8, -1.6, -2, 1, -2, -0.6, 1
O=C(CC1(O)C(=O)Nc2ccccc21)c1cccc(-n2cccc2)c1 (stereo not drawn)
 : 100, 0.2, 4, -7, -1.3, 2, 8, 0, -0.3, 0

One compound at a time (already shown):
Entry for CCOC(=O)c1sc2nc(SC)nc(-c3ccccc3)c2c1N : ABCB6 inh MLPCN: 101; aDG glyco up: -0.2; HTR2A ag: 0; MC4R antag cAMP: 3; MC4R barr agon: -1.5; Cardio protect: -1; ABHD5 PLIN5 PPI: -6; Exocytosis inh: 7; hiPSC survival: 2.5; N-glyco inh: 0
Entry for COc1ccccc1-c1cc(-c2ccccc2)nc(=O)[nH]1 : ABCB6 inh MLPCN: 98; aDG glyco up: 0.2; HTR2A ag: 3; MC4R antag cAMP: 16; MC4R barr agon: -1.1; Cardio protect: -1; ABHD5 PLIN5 PPI: -2; Exocytosis inh: 3; hiPSC survival: 0.7; N-glyco inh: 3

Sorted by the number under Exocytosis inh (smallest number first): seven from the list above.
smiles,Exocytosis inh
CCOc1ccc(-c2cccc(NS(=O)(=O)c3ccccc3[N+](=O)[O-])c2)nn1,-6
O=C(N1CCOCC1)N1CCN(c2ccccc2)CC1,-2
COc1ccc(OC)c(C2C3=C(N=C4SCC(=O)N42)c2ccccc2CC3)c1 (stereo not drawn),-1
Cc1ccc(C(=O)N/C(=C/c2cccs2)C(=O)NCC2CCCO2)cc1 (stereo not drawn),0
CCCC(c1nnnn1Cc1ccco1)N1CCN(c2cc(Cl)ccc2C)CC1 (stereo not drawn),2
COc1ccccc1-c1cc(-c2ccccc2)nc(=O)[nH]1,3
O=C(NCc1cccs1)C1CCN(c2nccs2)CC1,5

Source: PubChem BioAssay
